FAS-TE inh: blocks the thioesterase domain of human fatty acid synthase; P49327; recombinant FAS-TE, OMFH fluorogenic substrate, fluorescence endpoint; inhibition, % at 15 µM; hit rate 0.67% among 360,000; AID 602261;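 active = compounds whose normalised, plate-corrected inhibition of enzyme fluorescence in the single-dose primary screen is 50% or more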;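 also: 0% = DMSO with enzyme and 100% = substrate without enzyme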
MsrA inhibitor: bovine MsrA inhibition; purified bovine MsrA, absorbance read-out; inhibition, % at 15.5 µM; hit rate 0.75% among 360,000; in the data active = inhibition above about 4.5%;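 also: 0% = vehicle wells with enzyme and 100% = reference inhibitor wells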
bovine MsrA act: activators of bovine methionine sulfoxide reductase A | purified bovine MsrA, absorbance read-out | activation, % at 10.6 µM | hit rate 0.3% among 360,000; in the data active = activation above about 7.5%;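 also: 0% = vehicle and 100% = reference activator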
SKN-1 inh: inhibitors of C. elegans SKN-1; C. elegans VP596 Pgst-4::GFP/RFP ratio, acrylamide-induced, 24 h; inhibition, % at 21.8 µM; hit rate 0.49% among 360,000;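 active = interference check ratio from 0.5 to 1.5 plus GFP to RFP signal ratio inhibition reaching or exceeding a fixed threshold, cut at about 30% in these data, passing the limit was not always enough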; also: some compounds called inactive have numbers as strong as hits
Rin1-Abl PPI inh: inhibitors of human Rin1-Abl protein interaction; P00519+Q13671; inhibition, % at 7.35 µM; TR-FRET Rin1/Abl binding, biochemical; hit rate 0.4% among 360,000; AID 588664; in the data active = inhibition above about 5%, passing the limit was not always enough
E coli Lon inh: inhibits E. coli Lon protease; hit rate 0.42% among 360,000; purified E. coli Lon protease, fluorescence polarization; inhibition, % at 7.94 µM; in the data active = inhibition above about 13%, passing the limit was not always enough;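 also: 0% = enzyme with probe and DMSO and 100% = no enzyme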
Neddylation inh: blocks human cullin neddylation; hit rate 0.58% among 360,000; P61081+Q13564; TR-FRET cullin neddylation, biochemical; calls only at 25 µM; in the data active = inhibition above about 36%
NRP1-CendR mod: NRP-1/CendR interaction modulation. hit rate 0.85% among 360,000. inhibition, % at 25 µM. O14786. FAM-RPARPAR peptide binding to NRP-1, fluorescence polarization;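 active = inhibition or corrected inhibition above about 18%, plus a signal ratio from 0.5 to 1.5, limit read from the data, passing the limit was not always enough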; also: strong numbers were not always called active
MT1-MMP act inh: inhibitors of human MT1-MMP activation | GFP/RFP ratio change, % at 20 µM | HT1080 RFP-PRO-GFP cells, GFP/RFP ratio fluorescence, overnight; percent of plate control window, DMSO zero | hit rate 0.061% among 360,000 | P50281;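 active = GFP/RFP ratio change of at least 30% with cell ATP level not reduced by more than half and red fluorescence within 50% of control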; also: strong numbers were not always called active
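Assay system – RFP-PRO-GFP reporter HT1080 cells · Compound dosing – single dose of 20 µM compound, 1% DMSO final · Incubation – overnight compound exposure at 37 °C · Measure – GFP/RFP fluorescence ratio · Benchmarks – DMSO wells and RFP-L50D-GFP cells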
* = called active by the depositor; i = inactive; x = not tested or not shown.

SMILES	FAS-TE inh	MsrA inhibitor	bovine MsrA act	SKN-1 inh	Rin1-Abl PPI inh	E coli Lon inh	Neddylation inh	NRP1-CendR mod	MT1-MMP act inh
O=C(CSc1ccc2nnc(-c3cccnc3)n2n1)N1CCOCC1	-6.4	0.7	-3.0	-1.7	-1.7	-13.0	x	-0.3	-0.3
COc1cccc(C(=O)COC(=O)c2ccc(NC(=O)c3ccccc3)cc2)c1	4.3	0.0	-3.6	14.4	-2.2	-2.4	i	0.8	0.3
COc1ccc(NC(=O)CSc2nnc(C)n2C2CC2)cc1S(=O)(=O)N1CCOCC1	-7.1	1.5	-4.8	18.9	3.9	4.9	i	-3.0	-0.1
CCOC(=O)CSc1nc(N2CCOCC2)c2c(c1C#N)CC(C)(C)N(C)C2	-5.3	0.8	-4.5	2.4	-6.2	3.5	i	-3.7	-5.1
Cc1ccccc1OCC(=O)OCC(=O)NC1CCCC1	-8.2	-1.2	-0.6	12.0	-8.1	1.1	i	17.9	2.9
CCOC(=O)C1=C(C)NC(=O)NC1c1ccc(-c2ccccc2F)o1 (configuration not stated)	-6.5	2.6	-3.0	-1.5	-3.2	-9.8	i	-19.0	1.8
Cc1cc(C)nc(N2CCC(C(=O)NCCc3ccccc3)CC2)n1	-8.3	0.0	1.2	-8.1	2.9	-0.1	i	-1.8	2.3
Cc1cc(Oc2ccccc2)nc(-c2ccccc2)n1	17.4	0.1	-2.2	32.7	-1.2	2.6	i	4.2	-0.1
COc1cccc(C(=O)Nc2ccc3c(c2)n(C)c(=O)n3C)c1	-1.1	1.0	-0.5	3.6	-6.5	3.9	i	9.9	5.3
O=C(CN1C(=O)C(=O)N(Cc2ccco2)C1=O)Nc1ccc(F)c(F)c1F	-1.5	-1.3	-1.4	12.4	1.3	-10.5	i	-5.5	x
C1=CC(c2cc3ccccc3o2)OC(CCc2ccccc2)C1 (configuration not stated)	25.7	-0.7	-1.5	3.8	1.5	-6.8	i	1.7	2.1
CCC(=O)c1ccc(N2CCN(C(=O)c3ccccc3F)CC2)c(F)c1	-4.6	1.6	-3.0	4.5	-0.6	-6.2	i	3.4	2.1
CCOC(=O)C1CCCN(C(=O)c2ccc(OC(C)=O)cc2)C1 (configuration not stated)	-3.5	0.2	-1.8	-17.3	-0.8	3.6	i	-4.2	1.5
CCCCn1c(SCC(=O)NCc2cccs2)nc2c1c(=O)n(C)c(=O)n2C	-3.6	-0.1	1.2	5.8	2.0	3.4	i	-0.4	4.2
CCOc1ccccc1NC(=O)COC(=O)c1c(CC)noc1C	3.8	2.2	-9.2	-2.8	-1.9	-0.9	i	1.4	0.6
O=C(CNC(=O)c1ccccc1F)OCC(=O)N1CCCCC1	-9.5	0.3	-4.6	19.9	-1.8	7.5	i	-7.8	-0.9
CCOc1ccc(N2CC(C(=O)Nc3ccccc3OC)CC2=O)cc1 (configuration not stated)	-6.8	-1.2	-7.5	-8.9	-4.5	5.2	i	-16.4	-1.2
Cc1ccc(NC(=O)CSc2nnc(C3CC3)n2CC2CCCO2)c(C)c1 (configuration not stated)	-6.1	-0.4	-3.8	21.9	-2.5	-1.1	i	6.0	-4.5
COc1ccc(COC(=O)N/N=C(\C)CC(=O)Nc2ccc(Cl)cn2)cc1	-1.1	-1.2	0.9	-10.3	0.0	-6.2	i	8.4	-1.4
CCOc1ccc(N(CC(=O)NCCOc2ccc(C)cc2)S(=O)(=O)c2ccccc2)cc1	24.6	0.6	-4.2	11.9	-0.6	3.8	i	-4.7	0.0
CCc1ccc(C(=O)COC(=O)C(CCSC)NC(=O)c2ccccc2)cc1 (configuration not stated)	14.3	0.3	-2.5	-6.6	1.5	2.3	i	-7.8	-3.5
CCOc1ccccc1C1CC(c2ccc(Br)cc2)Nc2nc(N)nn21 (configuration not stated)	1.0	0.6	-1.0	-0.5	1.1	-3.6	i	6.3	1.3
CC(=O)Nc1nc2cc3c(cc2s1)OCO3	-1.6	0.3	-2.0	9.6	-1.9	-4.6	i	5.1	-0.5
O=C(C[N+]1(CC#Cc2ccccc2)CCCCC1)c1ccc(Cl)cc1	3.7	-1.3	-2.7	2.5	-0.1	0.6	i	12.6	0.6
Cc1c(CN2CCC(C(=O)Nc3cccc(-c4cccc(Cl)c4)c3)CC2)cnn1C	-2.7	2.7	2.2	-1.0	-1.4	8.4	i	2.6	0.9
Cc1ccc(Oc2ncc(CN3CCOCC3)s2)cc1	-9.2	-0.1	2.8	-7.6	4.1	-0.8	i	-0.7	5.1
O=C1NC(c2ccccc2)=C(c2ccc3ccccc3n2)C(c2ccncc2)N1 (configuration not stated)	-6.3	0.9	-5.1	3.0	0.1	-9.2	i	-4.7	-0.9
NC(=O)NC(c1ccccc1)c1cccc2ccccc12 (configuration not stated)	-6.7	-0.3	0.6	-1.0	1.4	-4.1	i	-2.0	1.1
CCOC(=O)c1ccc(S(=O)(=O)N(CCO)Cc2cc3cc(OC)c(OC)cc3[nH]c2=O)cc1	-3.7	1.5	-5.7	-13.0	-1.1	4.1	i	-11.6	-3.2
Cc1nc(-c2ccccc2)nc(-c2ccccc2)n1	11.9	0.2	-3.8	11.2	0.9	-12.8	i	-5.6	-5.6

Reformatted with values under each structure: part of the list above.
Second line of a record – FAS-TE inh	MsrA inhibitor	bovine MsrA act	SKN-1 inh	Rin1-Abl PPI inh	E coli Lon inh	Neddylation inh	NRP1-CendR mod	MT1-MMP act inh
> CCOc1ccc(N(CC(=O)NCCOc2ccc(C)cc2)S(=O)(=O)c2ccccc2)cc1
  24.6	0.6	-4.2	11.9	-0.6	3.8	i	-4.7	0.0
> CCCCn1c(SCC(=O)NCc2cccs2)nc2c1c(=O)n(C)c(=O)n2C
  -3.6	-0.1	1.2	5.8	2.0	3.4	i	-0.4	4.2

(more compounds)
SMILES	FAS-TE inh	MsrA inhibitor	bovine MsrA act	SKN-1 inh	Rin1-Abl PPI inh	E coli Lon inh	Neddylation inh	NRP1-CendR mod	MT1-MMP act inh
COc1ccc(CCNC(=S)Nc2cccc(C)c2)cc1	4.6	x	-3.0	2.1	-1.7	8.0	i	-0.7	-3.0
Cc1cc(C(F)(F)F)n(-c2nc(C(=O)NNS(=O)(=O)c3ccccc3[N+](=O)[O-])cs2)n1	-8.9	0.0	-1.9	-12.5	3.3	2.9	i	-1.6	0.8
Cc1cc(C(=O)NCC(=O)OC(C(=O)Nc2cc(C(F)(F)F)ccc2Cl)c2ccccc2)ccc1[N+](=O)[O-] (configuration not stated)	24.6	0.2	-11.0	-9.7	3.6	5.1	i	-3.6	-2.5
CN(C(=O)CSc1nnc(-c2cccnc2)n1-c1ccccc1F)C1CCS(=O)(=O)C1 (configuration not stated)	-5.4	1.5	-2.4	-6.5	-0.6	2.9	i	0.8	1.2
CCOC(=O)C1=CCN(S(=O)(=O)c2ccc(Br)cc2)C1c1ccccc1 (configuration not stated)	38.8	1.1	-5.1	9.6	3.3	4.1	i	8.6	2.7
COc1ccccc1NC(=S)N1CCC(c2nc3cc(C)c(C)cc3[nH]2)CC1	-2.9	0.6	-1.4	4.4	0.2	-10.4	i	-0.5	-1.0
Cc1ccc2ncnc(Nc3cccc([N+](=O)[O-])c3)c2c1	6.0	0.8	-3.1	38.4*	1.3	-6.8	i	10.2	-3.1
CO/N=C\C(=N\Nc1ccc(OC)cc1)C(=O)c1ccccc1	27.5	0.7	-1.2	-1.7	-1.6	0.0	i	-6.7	-5.5
CCn1c(-c2cc(OC)ccc2OC)csc1=Nc1c(C)n(C)n(-c2ccccc2)c1=O	-4.3	-1.0	2.0	2.0	-0.8	-12.6	i	1.2	2.2
CCOC(=O)CCNC(C)C1COc2ccccc2O1 (configuration not stated)	-4.4	-0.3	-9.3	-16.3	2.2	-9.7	i	10.4	-0.1
CCCCCC(=O)NNC1CC(=O)N(c2ccccc2)C1=O (configuration not stated)	-1.3	1.1	-1.8	6.3	-3.0	0.0	i	-1.0	1.4
O=c1[nH]c(C2CCCCC2)nc2ccccc12	-11.6	0.8	-3.2	3.5	1.8	-9.6	i	2.3	-1.2
COc1cc(OC)cc(C(=O)N2CCN(S(=O)(=O)c3ccc(Cl)s3)CC2)c1	8.1	0.8	-7.4	0.9	1.0	7.5	i	1.4	3.8
Cc1ccc(S(=O)(=O)N2CCN(C(=O)N3CCOCC3)CC2)c(C)c1	-4.9	-0.5	0.6	9.0	-0.9	-13.1	i	-3.5	-5.0
O=C(Oc1nsnc1N1CCOCC1)N1CCOCC1	-10.5	1.1	-2.3	10.8	-2.5	4.2	i	0.2	-3.0

Part of the list above, set out differently:
COc1ccc(CCNC(=S)Nc2cccc(C)c2)cc1
  FAS-TE inh: 4.6
  MsrA inhibitor: x
  bovine MsrA act: -3.0
  SKN-1 inh: 2.1
  Rin1-Abl PPI inh: -1.7
  E coli Lon inh: 8.0
  Neddylation inh: i
  NRP1-CendR mod: -0.7
  MT1-MMP act inh: -3.0
Cc1cc(C(F)(F)F)n(-c2nc(C(=O)NNS(=O)(=O)c3ccccc3[N+](=O)[O-])cs2)n1
  FAS-TE inh: -8.9
  MsrA inhibitor: 0.0
  bovine MsrA act: -1.9
  SKN-1 inh: -12.5
  Rin1-Abl PPI inh: 3.3
  E coli Lon inh: 2.9
  Neddylation inh: i
  NRP1-CendR mod: -1.6
  MT1-MMP act inh: 0.8

Continued:
SMILES	FAS-TE inh	MsrA inhibitor	bovine MsrA act	SKN-1 inh	Rin1-Abl PPI inh	E coli Lon inh	Neddylation inh	NRP1-CendR mod	MT1-MMP act inh
COc1ccc(C(=O)N2c3ccccc3CC2C)cc1OC (configuration not stated)	-4.5	-0.6	-1.3	11.0	4.0	-2.5	i	7.6	2.3
CC12CCC3C(CCC4CC(O)CCC43C)C1CC(=O)C2 (configuration not stated)	0.4	1.1	-3.5	13.6	-0.2	-4.5	i	-4.5	4.1
CCC12CN(C(=O)c3ccco3)CC(CC)(CN(C(=O)c3ccco3)C1)C2=O	-11.1	-2.0	-9.4	8.2	2.0	3.1	i	3.1	5.0
O=C(C1CC1)N1c2ccccc2Sc2ccccc21	6.8	-0.5	-2.5	-4.9	-3.7	0.5	i	3.0	-5.4
CCOC(=O)CCN(Cc1ccccc1)S(=O)(=O)c1csc(C(N)=O)c1	-3.1	-0.7	-3.6	-7.9	0.9	-0.5	i	11.8	-2.6
Cc1ccc(C)c(C(=O)CN2C(=O)NC3(CCCCCCC3)C2=O)c1	5.7	0.6	-4.0	16.4	-4.2	3.4	i	-8.2	-3.4
N#CC1CC(c2ccccc2)=NN1c1ccccc1[N+](=O)[O-] (configuration not stated)	15.7	3.6	-7.0	12.9	-0.2	0.9	i	10.3	2.9
CCc1nc2sccc2c(=O)n1N	-10.4	0.9	-12.9	-5.2	1.8	-0.3	i	-1.8	-3.4
O=c1c(C(c2ccc(Cl)cc2)c2c(O)nc3n(c2=O)CCCS3)c(O)nc2n1CCCS2	-6.2	0.8	-4.7	-14.9	0.8	11.8	i	-15.6	0.0
COc1cc(OC)cc(-c2c(C#Cc3ccsc3)c3cc(-c4ccc(OC)c(OC)c4)ccc3n2C)c1	19.1	1.2	-4.5	12.6	-2.6	-45.3	i	-5.2	-5.4
CCN1CCN(C(=O)c2ccc3c(c2)N(Cc2ccccc2)C(=O)c2ccccc2S3=O)CC1 (configuration not stated)	-3.0	-0.4	1.9	-5.7	1.5	-1.4	i	1.6	0.2

Two entries picked at random from the list so far:
SMILES	FAS-TE inh	MsrA inhibitor	bovine MsrA act	SKN-1 inh	Rin1-Abl PPI inh	E coli Lon inh	Neddylation inh	NRP1-CendR mod	MT1-MMP act inh
CCN1CCN(C(=O)c2ccc3c(c2)N(Cc2ccccc2)C(=O)c2ccccc2S3=O)CC1 (configuration not stated)	-3.0	-0.4	1.9	-5.7	1.5	-1.4	i	1.6	0.2
O=C(C1CC1)N1c2ccccc2Sc2ccccc21	6.8	-0.5	-2.5	-4.9	-3.7	0.5	i	3.0	-5.4

Source: PubChem BioAssay
